Source: PubChem
RXFP1 agonist: agonists of human relaxin receptor RXFP1; AID 2676; HEK293T-RXFP1 cAMP TR-FRET, 30 min; response scale: percent of porcine relaxin response, buffer zero; Potency, µM (top dose mostly 57.5 µM), without a hit: at the top dose activation, actives largely listed as activators; 0.3% of 370,000 active; note: potency is the fitted concentration of half-maximal effect; % is set by controls: 0 for no effect and ±100 for the full control effect; nearly all actives have a fitted effect of over 60% in size; many of its hits are not listed in these tables
Target sequence (Q9HBX9 whole entry, looked up): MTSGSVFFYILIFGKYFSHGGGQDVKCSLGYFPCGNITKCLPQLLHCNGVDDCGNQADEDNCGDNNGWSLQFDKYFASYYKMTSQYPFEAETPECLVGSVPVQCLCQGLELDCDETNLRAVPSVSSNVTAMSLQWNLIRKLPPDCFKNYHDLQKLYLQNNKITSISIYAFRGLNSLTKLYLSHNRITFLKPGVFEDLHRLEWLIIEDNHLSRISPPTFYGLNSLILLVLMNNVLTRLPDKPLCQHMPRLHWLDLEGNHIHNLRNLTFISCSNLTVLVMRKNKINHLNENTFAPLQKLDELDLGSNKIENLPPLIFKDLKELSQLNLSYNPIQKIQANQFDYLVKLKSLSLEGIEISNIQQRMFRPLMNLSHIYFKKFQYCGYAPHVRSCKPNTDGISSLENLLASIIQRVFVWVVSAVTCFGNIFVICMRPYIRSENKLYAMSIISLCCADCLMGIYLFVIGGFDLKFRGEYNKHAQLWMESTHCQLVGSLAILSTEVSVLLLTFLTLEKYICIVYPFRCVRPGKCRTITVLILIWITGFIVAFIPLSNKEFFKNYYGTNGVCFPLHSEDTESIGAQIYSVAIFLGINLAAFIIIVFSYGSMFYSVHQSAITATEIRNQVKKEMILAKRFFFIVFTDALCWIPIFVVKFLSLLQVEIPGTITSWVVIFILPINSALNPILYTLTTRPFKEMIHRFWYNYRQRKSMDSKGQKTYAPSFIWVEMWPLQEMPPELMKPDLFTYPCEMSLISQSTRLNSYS
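Agonist response is measured as cAMP accumulation in an RXFP1-transfected HEK293T line under PDE4 inhibition. Values are scaled between buffer-only and 29 nM porcine relaxin, and EC50s come from standard Hill equation fits.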
Vif-APOBEC3F blk: inhibitors of Vif-A3F interaction. Potency, µM (doses to about 46.1 µM), without a hit: top-dose activity, negative = active. 0.2% of 390,000 active. HeLa A3F-eYFP + Vif (tagged APOBEC3F with the HIV-1 protein that degrades it), YFP fluorescence increase; note: potency is the fitted concentration of half-maximal effect; % of control where 0% means no effect; nearly all actives have a fitted effect of over 65% in size
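HeLa cells stably expressing Vif plus C-terminally eYFP-tagged A3F were seeded, incubated overnight at 37 deg C, dosed with compound, incubated overnight again at 37 deg C. Yellow fluorescence (Ex 488/Em 500-530) reported blocked Vif-mediated A3F-eYFP degradation.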
D1 PAM: enhances dopamine response at the human D1 receptor; P21728; HEK293 TREx D1 cells, calcium flux, dopamine EC20 potentiation; potentiation, % at 10 µM; 0.036% of 360,000 active; in the data active = potentiation above about 30%; note: 0% is about no effect
D2 PAM: positively modulates the human D2 dopamine receptor allosterically; P14416; HEK293 T-REx D2, calcium flux, EC20 dopamine potentiation; potentiation, % at 10 µM; 0.34% of 340,000 active;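 active = potentiation over 3 SD above the plate norm, cut at about 30% in these data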; note: 0% is about no effect
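Tetracycline-induced HEK293 T-REx cells force-coupled to calcium signalling expressed D2; compounds were pin-added after a 10 s baseline, read kinetically 180 s, then an EC20 dopamine challenge followed with a further 180 s calcium read.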
Vif-APOBEC3G blk: blocks the Vif interaction with human APOBEC3G; Potency, µM (titrated, usually from 46.1 µM), inactives show at the top dose activity, negative = active, hits mostly inhibitors; HeLa A3G-eYFP + Vif (tagged APOBEC3G with the HIV-1 protein that degrades it), YFP fluorescence, overnight; 0.076% of 410,000 active; AID 602310;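 note: potency is the fitted concentration of half-maximal effect; % is set by controls: 0 for no effect and ±100 for the full control effect; nearly all actives have a fitted effect of over 60% in size; hits raise eYFP signal because A3G escapes Vif-driven loss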
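Read-out is eYFP fluorescence (Ex 488/Em 500-530) from Vif-expressing HeLa A3G-eYFP cells; more signal means A3G escaped Vif-mediated degradation. Cells plated overnight, compound pinned in, incubated overnight at 37 deg C.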
LDHA block: blocks human lactate dehydrogenase A. P00338. purified LDHA, NADH/diaphorase-resazurin fluorescence; active compounds read low. activity change, % (values are at about 110 or 230 µM). 0.15% of 480,000 active. AID 1347041; in the data active = activity change below about -30%; inconclusive = mostly about -25% to -30%;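 note: plate controls were DMSO wells for no effect and wells without enzyme for full effect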
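Enzyme activity of human lactate dehydrogenase 5 (2 nM; 0.06 mM NADH, 0.2 mM pyruvate, 5 min, RT) is measured via a resazurin/diaphorase fluorescence readout of residual NADH.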
Glioma ERSR ind: inducers of ER stress response in human glioma cells. U87-MG GRP78 promoter luciferase reporter, 16 h. Potency, µM, without a hit: top-dose activation, hits mostly activators. 0.02% of 420,000 active. AID 602332; note: potency is the fitted concentration of half-maximal effect; series mostly up to about 76 µM; % of control where 0% means no effect; nearly all actives have a fitted effect of over 35% in size
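Stably transfected U87-MG human glioma cells carrying a GRP78-based luminescent sensor were seeded at 1000 cells/well, pin-dosed with compounds and incubated 16 h. Luciferase reagent was then added, and end-point luminescence was read after 10 min at room temperature.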
D1 antag: human D1 dopamine receptor antagonism. HEK293 TREx D1 cells, calcium flux, dopamine EC80; active compounds read low. activity change, negative = inhibition, % at 10 µM. 3.2% of 360,000 active; in the data active = activity change below about -30%; note: % is set by controls: 0 for no effect and ±100 for the full control effect
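Compound effects on dopamine-evoked calcium signalling were measured in tetracycline-induced HEK293 Trex D1 cells. Dopamine at EC80 followed a 180 s compound pre-read, and fluorescence was tracked kinetically for 180 s more.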
D1 ag: human D1 receptor agonism; P21728; HEK293 T-REx D1 cells, calcium flux, agonist mode; activation, % at 2 µM; 1% of 360,000 active; in the data active = activation above about 30%; note: 0% is about no effect
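Agonism was scored from calcium flux recorded over 180 s (1 read/s) after pintool compound addition, following a 10-cycle baseline. Cells were inducible force-coupled HEK293 TREx D1, plated overnight at 30 C and loaded with no-wash calcium dye.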
Active calls of the source: *; ? = inconclusive; · = no result given; & = joins results of further samples. Unless noted, calls come from the whole dose curve; as a rule, active = well fitted curve in the direction sought with a large enough effect; inconclusive = small, poorly fitted or top-dose-only effect, or another doubt; inactive = no such curve, though single readings can be large; an effect the other way counts as inactive or inconclusive. An excerpt (hit frequency here may not be typical).

Below each compound: RXFP1 agonist | Vif-APOBEC3F blk | D1 PAM | D2 PAM | Vif-APOBEC3G blk | LDHA block | Glioma ERSR ind | D1 antag | D1 ag
CCOc1ccc2nc(NC(=O)C3=NNC(=O)CC3)sc2c1
  0.3% | 6% | -7 | 2 | -7% | -6 | 3% | -26 | 1
O=C(Cn1c(-c2cccs2)cc2cc(Cl)ccc21)N1CCN(c2ccccc2F)CC1
  5.7% | -6% | 2 | 3 | -2% | -11 | -3% | -23 | -1
CCN1C(=O)/C(=C2\C=Cc3cc(C)ccc3N2CC)OC1=S
  -0.4% | · | 3 | 28 | -6% | -7 | 1% | 2 | -1
Cn1nc(C(=O)NNC(=O)CCc2ccccc2Cl)c2ccccc2c1=O
  -0.8% | 6% | 1 | 11 | -2% | -12 | -3% | -13 | 0
Cc1ccc(N(CC(=O)NCCc2ccccc2)S(=O)(=O)N(C)C)cc1
  4.3% | -10% | -1 | 10 | -3% | 2 | 0% | 11 | -2
Cc1ccccc1Nc1ncnc(N)n1
  -3.1% | 2% | 6 | -7 | 0% | -3 | -4% | 16 | 3
CC(C)C(=O)NC(C)C(c1cccs1)N1CCN(C)CC1 (stereo not given)
  0.1% | ? | 3 | -11 | 0% | 2 | -1% | -3 | 5
CCOC(=O)c1cnn(-c2ccc(C(C)C)cc2)c1NC(=O)C1CCC1
  -0.2% | -1% | -4 | · | 2% | -2 | 5% | -4 | 1
COc1ccc(NC(=O)C2C(=O)N(CCO)C3(C)CC2c2ccccc2O3)cc1 (stereo not given)
  2.4% | · | 3 | 11 | 0% | -5 | -4% | 10 | 1
COc1cc(OC)c(OC)cc1/C=N/Nc1ncnc2c1[nH]c1ccccc12
  0.9% | -4% | -3 | 11 | -2% | -2 | 4% | -20 | 1
COCCn1c(=NC(=O)CN2C(=O)CCC2=O)sc2cc(S(N)(=O)=O)ccc21
  3.2% | 3% | -4 | 3 | 0% | -2 | -4% | 6 | 0
COC(=O)c1ccc(/C=N/N2CCN(Cc3ccccc3)CC2)cc1
  0.2% | -1% | -10 | -17 | 0% | 1 | -2% | 10 | 3
COc1cccc(CNc2ncnc3ccc(-c4c(C)noc4C)cc23)c1
  2.7%&3.5% | 2% | -1&-4 | -1 | -4% | 0 | -4% | -29 | -1&16
Cc1ccc(S(=O)(=O)NC(C)(C)CN2CCNCC2)cc1
  0.8% | 2% | -2 | 12 | 0% | -1 | -3% | 0 | 4
CSc1nc(Oc2ccc(F)cc2)c2ccccc2n1
  0.3% | · | -2 | 3 | ? | -2 | -1% | 9 | 15
COc1ccc(NC(=O)C(Sc2nnc(-c3ccncc3)n2-c2ccccc2C)c2ccccc2)cc1Cl (stereo not given)
  1.9% | 0% | -5 | -1 | -1% | -1 | -2% | 2 | 7
Cc1ccc(CN2CN(S(=O)(=O)c3cccs3)c3nc4ccccc4nc32)cc1
  -2.8% | -1% | -2 | 1 | 1% | -1 | 9% | -4 | 0
O=C(C1CCCCC1)N1CCN=C1SCc1cccc([N+](=O)[O-])c1
  5.0% | -4% | -4 | -3 | -16% | 0 | -4% | -10 | 1
COc1ccc(CSc2nc(C)cc(=O)[nH]2)cc1Br
  1.1% | -10% | -2 | 2 | -1% | 1 | -1% | -3 | 4
Cc1ccc2nc(/C(C#N)=C\c3ccc([N+](=O)[O-])o3)[nH]c2c1
  18% | ? | -6 | -4 | 6.3µM* | 16 | ? | -10 | 16
CCOc1ccc(CN2CCNC(=O)C2CC(=O)N(C)Cc2nonc2C)cc1 (stereo not given)
  2.1% | 1% | -5 | 6 | 1% | 11 | -3% | 4 | 2
COc1ccc(C(=S)N2CCN(S(=O)(=O)c3ccccc3)CC2)cc1
  3.9% | -11% | 1 | -5 | -1% | -2 | -7% | 4 | 2
COCc1cnc(C)nc1N
  1.3% | 20% | -2 | -6 | 2% | -9 | -5% | -12 | 1
CC(OC(=O)c1nc(Cl)ccc1Cl)C(=O)Nc1ccccc1F (stereo not given)
  1.0% | 1% | 0 | 1 | -1% | -7 | 5% | 16 | 3
CCOc1ccc(C(=O)NCC(=O)NCC(c2ccco2)N2CCCCC2)cc1OCC (stereo not given)
  -0.4% | 0% | -3 | -7 | 1% | -3 | -2% | -13 | -2
CCOC(=O)c1ccc(-c2cccc(-c3cc(=O)oc4cc(OC)cc(OC)c34)c2)cc1
  · | -3% | · | · | -7% | -3 | 2%&-1% | · | ·
CCCCNC(=O)C1CCCN1C(=O)Nc1ccccc1 (stereo not given)
  0.4% | · | -3 | -1 | 0% | -2 | -5% | -9 | -2
O=C(N/N=C/c1ccc(F)cc1)c1cc(-c2ccccn2)nc2ccccc12
  2.6% | -31% | 7 | -1 | -8% | -5 | -2% | -8 | -2
CC(=O)NCCCC(=O)NN1C(=S)N(Cc2ccccc2)C(=O)C1CC(=O)Nc1cccc(C)c1 (stereo not given)
  0.0% | -3% | -2 | 0 | 0% | -6 | -2% | -2 | 4
CC(C)C(=O)Nc1cccc(N2CCN(CCCN3C(=O)C4CCCCN4C3=O)CC2)c1 (stereo not given)
  · | 0% | · | · | -1% | 12 | -2% | · | ·

Following part
structure	RXFP1 agonist	Vif-APOBEC3F blk	D1 PAM	D2 PAM	Vif-APOBEC3G blk	LDHA block	Glioma ERSR ind	D1 antag	D1 ag
COc1ccc(/C=N/NC(=O)c2nn(-c3ccccc3)c(=O)c3c(N)scc23)cc1	0.9%	5%	-10	-3	-1%	52	-4%	-15	0
Cc1nc(-c2cccc(NC(=O)c3cccc(S(=O)(=O)N4CCCC4)c3)c2)cs1	-0.6%	9%	1	-1	-12%	4	-2%	-32*	2
Cc1ccc(C(=O)N2CC(=O)Nc3ccc(Br)cc3C2c2ccc(F)cc2)cc1C (stereo not given)	0.4%	-6%	1	-3	-16%	-4	-3%	17	3
CCOc1ccccc1NC(=O)c1ccc(F)c(S(=O)(=O)N2CCN(c3ccc(F)cc3)CC2)c1	9.0%	7%	0	3	8%	5	-2%	1	3
Cc1ccc2c(c1)cc1c(=O)n(CC(=O)NCc3ccco3)nc(C)n12	6.5%	4%	-3	-7	0%	-11	-2%	18	0
COC(=O)c1cccc(NC(=O)CCNC(=O)c2ccc([N+](=O)[O-])cc2)c1	1.9%	3%	-2	13	-3%	-6	-3%	5	2
C/C(=N/NC(=O)C1CCN(S(=O)(=O)c2ccc(C)cc2)CC1)c1cccc([N+](=O)[O-])c1	0.0%	0%	-5	-10	-8%	2	-1%	-17	1
CC(C)CC(=O)OCc1cc(=O)n2nc(C3CCCCC3)sc2n1	-0.3%	2%	-2	-5	2%	-7	1%	-4	2

Among those listed so far, two contain bromine.
structure	RXFP1 agonist	Vif-APOBEC3F blk	D1 PAM	D2 PAM	Vif-APOBEC3G blk	LDHA block	Glioma ERSR ind	D1 antag	D1 ag
COc1ccc(CSc2nc(C)cc(=O)[nH]2)cc1Br	1.1%	-10%	-2	2	-1%	1	-1%	-3	4
Cc1ccc(C(=O)N2CC(=O)Nc3ccc(Br)cc3C2c2ccc(F)cc2)cc1C (stereo not given)	0.4%	-6%	1	-3	-16%	-4	-3%	17	3

Later entries
structure	RXFP1 agonist	Vif-APOBEC3F blk	D1 PAM	D2 PAM	Vif-APOBEC3G blk	LDHA block	Glioma ERSR ind	D1 antag	D1 ag
CCC(=O)Nc1ccc(Cl)c(NC(=O)C(C)C)c1	0.6%	-4%	-5	11	0%	-1	-2%	9	1
CCOc1ccc(C2/C(=C(/O)c3ccc(Cl)cc3)C(=O)C(=O)N2CCCN(C)C)cc1OC (stereo not given)	1.5%	·	-6	5	·	·	·	-14	2
COc1ccc(-c2cc(C(=O)Nc3c(C)nn(Cc4ccccc4Cl)c3C)no2)cc1	-0.1%	-5%	-6	-5	-11%	-4	-6%	10	1
CC1=C(C(=O)Nc2ccccc2F)C(c2cccs2)NC(=S)N1 (stereo not given)	3.2%	-3%	-2	5	1%	-8	-1%	-1	0
CC(C)CCNC(=O)C(c1cccs1)N(CC1CCCO1)C(=O)Cn1nnc2ccccc21 (stereo not given)	2.9%	1%	-8	-13	-5%	-12	-6%	-15	0
O=c1oc(-c2cccs2)nc2sc3c(c12)CCC3	2.2%	-7%	-2	-4	0%	-12	9%	3	0
CCC(Sc1nc2ccncc2[nH]1)C(=O)Nc1cc(C)ccc1C (stereo not given)	-0.8%	-2%	-3	11	2%	-1	-3%	3	5
O=C(O)c1ccccc1NS(=O)(=O)c1ccccc1C(F)(F)F	-0.4%	6%	7	-2	-3%	-6	0%	-1	2
Cn1c(N2CCC(C(N)=O)CC2)nc2c1c(=O)n(Cc1ccc(Cl)cc1)c(=O)n2C	-1.7%	0%	-5	·	-1%	-10	-2%	3	1
COc1ccc(-c2nnc3sc(-c4ccccc4OC)nn23)cc1	0.0%	-6%	-6	6	-5%	-2	-3%	-7	2
CNC(=S)N/N=C/c1c(C)nn(-c2ccccc2)c1Cl	-0.8%	0%	-11	-10	0%	-4	4%	-4	3

Record cards, as listed above.
COc1cc(OC)c(OC)cc1/C=N/Nc1ncnc2c1[nH]c1ccccc12 is listed as RXFP1 agonist: 0.9%; Vif-APOBEC3F blk: -4%; D1 PAM: -3; D2 PAM: 11; Vif-APOBEC3G blk: -2%; LDHA block: -2; Glioma ERSR ind: 4%; D1 antag: -20; D1 ag: 1
CNC(=S)N/N=C/c1c(C)nn(-c2ccccc2)c1Cl is listed as RXFP1 agonist: -0.8%; Vif-APOBEC3F blk: 0%; D1 PAM: -11; D2 PAM: -10; Vif-APOBEC3G blk: 0%; LDHA block: -4; Glioma ERSR ind: 4%; D1 antag: -4; D1 ag: 3
COc1ccc(NC(=O)C2C(=O)N(CCO)C3(C)CC2c2ccccc2O3)cc1 (stereo not given) is listed as RXFP1 agonist: 2.4%; Vif-APOBEC3F blk: ·; D1 PAM: 3; D2 PAM: 11; Vif-APOBEC3G blk: 0%; LDHA block: -5; Glioma ERSR ind: -4%; D1 antag: 10; D1 ag: 1
